p53 PUMA act: restores mutant p53 pathway signaling in SW480 cells. SW480 PUMA-promoter luciferase, p53 mutant reactivation. activation, % at 9.98 µM. 28,000 tested, 1.5% active; in the data active = activation above about 52%
STK33 inh: blocks human STK33 kinase activity; 27,000 tested, 0.44% active; ADP-Glo luminescence, MBP substrate; Q9BYT3; inhibition, % at 12.5 µM; in the data active = inhibition above about 20%
Target sequence (Q9BYT3 whole entry, looked up): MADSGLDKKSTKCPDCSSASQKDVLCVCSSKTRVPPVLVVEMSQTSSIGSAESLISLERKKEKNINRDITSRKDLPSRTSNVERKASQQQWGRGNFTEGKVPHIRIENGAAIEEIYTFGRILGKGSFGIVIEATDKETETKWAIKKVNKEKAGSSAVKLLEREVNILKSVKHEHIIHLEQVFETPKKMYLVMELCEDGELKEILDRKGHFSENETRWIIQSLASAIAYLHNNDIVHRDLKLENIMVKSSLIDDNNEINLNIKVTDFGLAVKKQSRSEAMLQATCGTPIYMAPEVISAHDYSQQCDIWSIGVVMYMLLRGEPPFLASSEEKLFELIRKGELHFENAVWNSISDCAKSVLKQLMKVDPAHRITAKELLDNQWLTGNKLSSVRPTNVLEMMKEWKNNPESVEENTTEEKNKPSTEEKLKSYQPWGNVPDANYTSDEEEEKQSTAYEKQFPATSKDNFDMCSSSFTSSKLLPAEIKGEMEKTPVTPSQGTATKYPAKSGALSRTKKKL
Numbers without * were called inactive; · = not tested or not shown.

Below each SMILES: p53 PUMA act	STK33 inh
Cc1ccc(S(=O)(=O)Nc2ccc3c(c2)C(=O)N([C@H](C)CO)C[C@H](C)[C@H](CN(C)C)O3)cc1
    ·	-1
CNC[C@@H]1Oc2cc(-c3ccc(C(=O)N(C)C)cc3)ccc2S(=O)(=O)N([C@H](C)CO)C[C@H]1C
    4	·
C[C@H](CO)N1C[C@H](C)[C@@H](CN(C)C(=O)Nc2ccc(F)cc2)Oc2c(NC(=O)Nc3ccc(F)cc3)cccc2C1=O
    2	·
C[C@@H]1CN([C@@H](C)CO)C(=O)c2cc(NC(=O)Nc3cccc4ccccc34)ccc2O[C@H]1CN(C)C(=O)Nc1cccc2ccccc12
    -3	5
C[C@H](CO)N1C[C@H](C)[C@H](CN(C)Cc2ccccc2)OCc2cn(nn2)CCCC1=O
    4	2
C[C@@H]1CN([C@@H](C)CO)C(=O)c2cccc(NS(=O)(=O)c3cccs3)c2O[C@@H]1CN(C)S(=O)(=O)c1ccc(F)cc1
    -7	·
CC(C)NC(=O)N(C)C[C@@H]1OCCCC[C@H](C)Oc2ccc(NS(=O)(=O)c3ccccc3)cc2C(=O)N([C@H](C)CO)C[C@@H]1C
    -4	·
COc1ccc(CN(C)C[C@H]2Oc3ccc(NC(=O)Nc4cccc5ccccc45)cc3CC(=O)N([C@@H](C)CO)C[C@H]2C)cc1
    9	1
O=C(NCc1ccco1)C1CC(c2ccc(Cl)c(Cl)c2)=NO1 (configuration not stated)
    13	1
Cc1noc(C)c1NC(=O)N(C)C[C@H]1Oc2c(NC(=O)c3nc4ccccc4s3)cccc2C(=O)N([C@H](C)CO)C[C@@H]1C
    -3	·
CCOC(=O)C(C)Sc1nc2ccc(I)cc2c(=O)n1-c1ccccc1OC (configuration not stated)
    -18	2
Cc1ccc(S(=O)(=O)Nc2ccc3c(c2)C(=O)N([C@H](C)CO)C[C@H](C)[C@H](CN(C)C(=O)CCC(F)(F)F)OCCCC[C@@H](C)O3)cc1
    ·	0
C[C@H](CO)N1C[C@H](C)[C@@H](CN(C)C(=O)Nc2ccccc2)Oc2c(NC(=O)C3CCOCC3)cccc2C1=O
    1	·
C[C@@H]1CN([C@H](C)CO)C(=O)c2cc(C#CC3(O)CCCC3)cnc2O[C@@H]1CN(C)C(=O)Cc1cccnc1
    16	·
[N-]=[N+]=NCc1ccccc1C[C@]1(C(=O)N2CCOCC2)N=C(c2ccc(OCCCO)cc2)O[C@H]1c1ccccc1
    ·	-2
C[C@@H]1CN([C@H](C)CO)C(=O)Cc2cc(NC(=O)Nc3cccc4ccccc34)ccc2O[C@H]1CN(C)S(=O)(=O)c1ccccc1
    ·	3
C[C@@H]1CN([C@H](C)CO)C(=O)c2cccc(NC(=O)c3nc4ccccc4s3)c2O[C@H]1CN(C)S(=O)(=O)c1cn(C)cn1
    -6	·
C[C@@H]1CN([C@@H](C)CO)C(=O)c2cc(NC(=O)CCN3CCOCC3)ccc2O[C@@H]1CN(C)S(C)(=O)=O
    ·	0
Cn1c(=O)c2c(nc(SCC(=O)NC(C)(C)C)n2Cc2ccccc2F)n(C)c1=O
    0	-2
C[C@H](CO)N1C[C@H](C)[C@H](CN(C)C(=O)Nc2cccc3ccccc23)Oc2ccc(NC(=O)Nc3ccc4c(c3)OCO4)cc2CC1=O
    3	4

Remaining list, next part:
Below each SMILES: p53 PUMA act	STK33 inh
Cc1noc(C)c1NC(=O)Nc1ccc2c(c1)CC(=O)N([C@H](C)CO)C[C@@H](C)[C@@H](CN(C)C(=O)Nc1cccc3ccccc13)O2
    -3	1
O=C(COc1ccc(I)cc1)Nc1cccc(-c2nnc(-c3ccco3)o2)c1
    79*	8
COc1nnc(-c2ccc(N3CCOCC3)c(NC(=O)COc3cccc(C)c3)c2)c2ccccc12
    -8	5
COc1ccccc1-c1cnc2c(c1)C(=O)N([C@@H](C)CO)C[C@H](C)[C@H](CN(C)Cc1cncnc1)O2
    14	·
Cc1ccc(C2c3c(oc4ccccc4c3=O)C(=O)N2c2nnc(C)s2)o1 (configuration not stated)
    7	-1
COCC#Cc1cnc2c(c1)C(=O)N([C@@H](C)CO)C[C@H](C)[C@H](CN(C)C)O2
    12	·
O=C(/C=C/c1ccccc1)OC[C@]12O[C@H]1[C@@H](O)[C@@H]1C=CO[C@@H](O[C@@H]3O[C@H](CO)[C@@H](O)[C@H](O)[C@H]3O)[C@@H]12
    5	1
COc1ccc(S(=O)(=O)N(C)C[C@H]2Oc3ccc(NC(=O)Cc4ccccc4)cc3CC(=O)N([C@@H](C)CO)C[C@H]2C)cc1
    -2	-2
C[C@@H]1CN([C@@H](C)CO)C(=O)c2cc(NS(=O)(=O)c3cccs3)ccc2O[C@@H]1CN(C)S(=O)(=O)c1cn(C)cn1
    ·	-1
COc1cc(-c2nc3ccccc3s2)cc(Br)c1OCC(=O)O
    -19	3
COc1cc(NC(=O)CSc2nnnn2-c2ccccc2)cc(OC)c1OC
    -12	-4
CC(C)NC(=O)N(C)C[C@H]1Oc2ccc(NC(=O)CCC(F)(F)F)cc2CC(=O)N([C@@H](C)CO)C[C@H]1C
    2	-4
C[C@@H]1CN([C@H](C)CO)C(=O)Cc2cc(NC(=O)Nc3ccc(C(F)(F)F)cc3)ccc2O[C@@H]1CN(C)S(C)(=O)=O
    ·	0
Cc1noc(C)c1NC(=O)Nc1ccc2c(c1)C(=O)N([C@H](C)CO)C[C@H](C)[C@H](CN(C)S(C)(=O)=O)OCCCC[C@@H](C)O2
    ·	-2
CCn1c(SCC(=O)Nc2c(Cl)cc(Cl)cc2Cl)nnc1-c1ccc(OC)cc1
    -3	2
C[C@@H]1CN([C@@H](C)CO)C(=O)c2cc(NC(=O)Cc3ccccc3)ccc2O[C@@H]1CN(C)Cc1ccc(C(F)(F)F)cc1
    2	1
C[C@@H]1CN([C@H](C)CO)C(=O)c2cc(NC(=O)Cn3cnnn3)ccc2O[C@@H]1CN(C)S(=O)(=O)c1cccs1
    11	·
COc1ccc(S(=O)(=O)N(C)C[C@@H]2Oc3ccc(NC(=O)NC4CCCCC4)cc3C(=O)N([C@H](C)CO)C[C@@H]2C)cc1
    ·	2
Cc1ccccc1-n1ccc(=O)[nH]c1=O
    -4	·
Cc1cccc(S(=O)(=O)N(C)C[C@H]2OCc3cn(nn3)CCCC(=O)N([C@H](C)CO)C[C@H]2C)c1
    ·	-1

The final 4 compounds of the section before open the next one:
Below each SMILES: p53 PUMA act	STK33 inh
C[C@@H]1CN([C@H](C)CO)C(=O)c2cc(NC(=O)Cn3cnnn3)ccc2O[C@@H]1CN(C)S(=O)(=O)c1cccs1
    11	·
COc1ccc(S(=O)(=O)N(C)C[C@@H]2Oc3ccc(NC(=O)NC4CCCCC4)cc3C(=O)N([C@H](C)CO)C[C@@H]2C)cc1
    ·	2
Cc1ccccc1-n1ccc(=O)[nH]c1=O
    -4	·
Cc1cccc(S(=O)(=O)N(C)C[C@H]2OCc3cn(nn3)CCCC(=O)N([C@H](C)CO)C[C@H]2C)c1
    ·	-1
COC(=O)COc1cccc(NC(=O)c2cccs2)c1
    -6	1
CCn1ncc(NC(=S)NCc2ccco2)c1C(N)=O
    4	0
C[C@@H]1CN([C@@H](C)CO)C(=O)c2cc(NC(=O)C3CC3)ccc2O[C@@H]1CN(C)Cc1ccc(C(=O)O)cc1
    4	1
COc1ccc(NC(=O)Nc2ccc3c(c2)CC(=O)N([C@@H](C)CO)C[C@H](C)[C@H](CN(C)C(=O)Nc2ccccc2)O3)cc1
    ·	2
CCOC(=O)CSc1nc2c(c(=O)n1-c1ccccc1OC)C1(CCCC1)Cc1ccccc1-2
    -13	1
O=C(NCCCn1ccnc1)c1nn2c(C(F)(F)F)cc(-c3cccs3)nc2c1Br
    3	3
COc1ccc(NC(=O)N(C)C[C@@H]2Oc3ccc(NC(=O)NC(C)C)cc3CC(=O)N([C@H](C)CO)C[C@@H]2C)cc1
    ·	1
CCn1c2ccccc2c2cc(NC(=O)CN3C(=O)c4ccccc4C3=O)ccc21
    -9	-5
C[C@H]1CN([C@@H](C)CO)C(=O)Cc2cc(NS(=O)(=O)c3cn(C)cn3)ccc2O[C@H]1CN(C)C
    ·	-4
COc1ccc(NC(=O)N(C)C[C@H]2OCc3cn(nn3)CCCC(=O)N([C@@H](C)CO)C[C@@H]2C)cc1
    ·	1
CCn1c(SCC(=O)Nc2cccc(C(F)(F)F)c2)nnc1-c1c[nH]c2ccccc12
    -10	0
NC(=O)CN1C(=O)C(O)(CC(=O)c2ccc(Cl)s2)c2ccccc21 (configuration not stated)
    0	-4
C=CCNC(=O)[C@@H]1[C@H]2C(=O)O[C@H](c3ccccc3)[C@H](c3ccccc3)N2[C@H](c2ccc(OCCO)cc2)[C@@]12C(=O)Nc1ccc(C#CCNC(N)=O)cc12
    ·	20*
C[C@@H]1CN([C@@H](C)CO)C(=O)c2cc(NC(=O)Cn3cnnn3)ccc2O[C@@H]1CN(C)C(=O)NC1CCCCC1
    7	-3
C[C@H]1CN([C@@H](C)CO)C(=O)Cc2cc(NS(=O)(=O)c3ccc(Cl)cc3)ccc2O[C@@H]1CN(C)S(=O)(=O)c1cccs1
    ·	0
Cc1nc2cc(NC(=O)NCc3ccco3)ccc2o1
    58*	-3
Cc1ccc(S(=O)(=O)c2c(C)nn(C(C)(C)C)c2OC(=O)c2ccccc2C(F)(F)F)cc1
    -7	0
COc1ccc([Si](C)(C)[C@@H]2[C@@H](CCO)O[C@]3(C(=O)N(Cc4ccccc4)c4ccc(N5CCCCC5=O)cc43)[C@H]2C)cc1
    ·	-3
O=C(Cn1cnc2scc(-c3ccc4ccccc4c3)c2c1=O)Nc1cccc(Cl)c1Cl
    -37	-5
C[C@@H]1CCCCO[C@@H](CN(C)C(=O)Nc2ccc3c(c2)OCO3)[C@@H](C)CN([C@H](C)CO)C(=O)c2cc(NC(=O)C3CCCCC3)ccc2O1
    ·	0

Compound profiles, as listed above.
C[C@H]1CN([C@@H](C)CO)C(=O)Cc2cc(NS(=O)(=O)c3ccc(Cl)cc3)ccc2O[C@@H]1CN(C)S(=O)(=O)c1cccs1 in the list: p53 PUMA act = ·; STK33 inh = 0
CCn1c(SCC(=O)Nc2cccc(C(F)(F)F)c2)nnc1-c1c[nH]c2ccccc12 in the list: p53 PUMA act = -10; STK33 inh = 0

(further entries)
Below each SMILES: p53 PUMA act	STK33 inh
COc1c(C)c(O)c(C)c(O)c1C(=O)CCc1ccccc1
    ·	-6
CC(C)NC(=O)N(C)C[C@@H]1Oc2ccc(NC(=O)Nc3ccc(C(F)(F)F)cc3)cc2C(=O)N([C@H](C)CO)C[C@@H]1C
    ·	-4
Cc1ccc(C(=O)Nc2ccccc2C(=O)N2CCCC2)cc1S(=O)(=O)N1CCOCC1
    6	12
C[C@@H]1CCCCO[C@H](CN(C)C(=O)Nc2ccccc2)[C@@H](C)CN([C@H](C)CO)C(=O)c2cc(NS(=O)(=O)c3ccc(Cl)cc3)ccc2O1
    -4	4
COC(=O)c1ccccc1NC(=O)CSc1nnc(-c2ccc(Cl)cc2)o1
    20	5
CC(=O)c1ccc(NC(=O)CSc2nnc(-c3cccs3)n2-c2ccccc2)cc1
    -19	2
CN1CCN(c2ccccc2NC(=O)COc2ccccc2)CC1
    -4	-5
C=CC[C@H]1Cc2ccccc2[C@H](CC=C)N1
    -7	·
O=C(O)COc1cccc(-c2nc3ccccc3s2)c1
    -43	-2
COC(=O)CN(c1ccc(C)c(Cl)c1)S(=O)(=O)c1ccccc1
    -1	1
Cc1ccc(CN(C)C[C@@H]2OCc3cn(nn3)CCCC(=O)N([C@H](C)CO)C[C@@H]2C)cc1
    ·	-3
C=CCNC(=O)[C@@H]1[C@H]2C(=O)O[C@H](c3ccccc3)[C@H](c3ccccc3)N2[C@H](c2ccc(O)cc2)[C@@]12C(=O)Nc1ccccc12
    ·	4
Cc1onc(-c2ccccc2Cl)c1C(=O)N(Cc1nc(-c2ccccc2)no1)C1CCCCC1
    -20	1
C[C@@H]1CN([C@H](C)CO)C(=O)Cc2cc(NS(=O)(=O)c3ccccc3)ccc2O[C@H]1CN(C)Cc1ccc(C(F)(F)F)cc1
    -7	3
CC(C)NC(=O)Nc1ccc2c(c1)CC(=O)N([C@H](C)CO)C[C@@H](C)[C@H](CN(C)S(=O)(=O)c1cccs1)O2
    ·	1
COC(=O)c1c(NC(=O)CC2Nc3cccc4cccc(c34)NC2=O)sc(C)c1C (configuration not stated)
    -10	0
CC(C)CC#Cc1cnc2c(c1)C(=O)N([C@@H](C)CO)C[C@@H](C)[C@@H](CN(C)C(=O)c1ccc3c(c1)OCO3)O2
    -4	·
CCN1CCCC1CNC(=O)c1cc(S(=O)(=O)CC)c(N)cc1OC (configuration not stated)
    -2	·
COc1ccc(S(=O)(=O)N(C)C[C@H]2Oc3ccc(NC(=O)Nc4ccccc4)cc3CC(=O)N([C@@H](C)CO)C[C@H]2C)cc1
    ·	-1
O=C1C[C@@](C(=O)NCC(F)(F)F)(c2ccc([N+](=O)[O-])cc2)[C@@H](c2ccc(CO)cc2I)N1C1CCCCC1
    ·	-2

Carrying on:
Below each SMILES: p53 PUMA act	STK33 inh
Cc1noc(C)c1NC(=O)N(C)C[C@H]1Oc2c(NC(=O)c3nc4ccccc4s3)cccc2C(=O)N([C@@H](C)CO)C[C@@H]1C
    -3	·
COc1cc([N+](=O)[O-])ccc1NC(=O)c1ccccc1OCC(=O)NC(C)(C)C
    -8	-4
COc1ccc(NC(=O)N(C)C[C@H]2Oc3ccc(NC(=O)Nc4ccc(F)cc4)cc3CC(=O)N([C@@H](C)CO)C[C@@H]2C)cc1
    ·	0
CCn1c(SCC(=O)c2ccc(OC)cc2)nnc1-c1ccc(C)cc1
    7	3
C[C@@H]1CCCCO[C@@H](CN(C)S(=O)(=O)c2cccs2)[C@@H](C)CN([C@H](C)CO)C(=O)c2cc(NS(=O)(=O)c3cn(C)cn3)ccc2O1
    ·	3

This is a subset; rates above refer to the full screens.
